IDH1 R132H inh = qHTS for Inhibitors of mutant isocitrate dehydrogenase 1 (IDH1): qHTS; IDH1-R132H enzyme, NADPH consumption, diaphorase/resazurin fluorescence; Potency, µM (top dose mostly 76.6 µM), inactives show at the top dose activity change, negative = inhibition, usual class: inhibitors; 390,000 tested, 0.093% active; AID 602179, 2012; further: potency means the concentration at half of the fitted maximal effect; on the % scale 0 is the no-effect control and ±100 the full control effect; nearly all actives have a fitted effect of over 65% in size
Target sequence (O75874 whole entry R132H, stated change not applied): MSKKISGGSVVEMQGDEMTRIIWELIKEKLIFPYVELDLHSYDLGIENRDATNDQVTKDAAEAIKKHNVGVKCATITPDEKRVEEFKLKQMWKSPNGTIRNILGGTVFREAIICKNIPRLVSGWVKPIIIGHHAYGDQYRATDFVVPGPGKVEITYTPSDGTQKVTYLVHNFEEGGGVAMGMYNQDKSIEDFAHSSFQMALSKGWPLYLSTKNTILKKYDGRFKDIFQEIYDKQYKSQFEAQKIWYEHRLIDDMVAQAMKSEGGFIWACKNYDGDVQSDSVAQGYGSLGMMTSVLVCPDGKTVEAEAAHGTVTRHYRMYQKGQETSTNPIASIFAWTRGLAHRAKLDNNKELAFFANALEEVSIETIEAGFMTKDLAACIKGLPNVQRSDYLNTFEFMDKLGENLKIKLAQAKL
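IDH1-R132H (0.5 ug/mL) preincubated 30 min with compound, then NADPH (0.016 mM) and alpha-KG (2 mM) added; 80 min at RT, pH 7.5. Remaining NADPH coupled via diaphorase/resazurin to fluorescence (540/590 nm); concentration-response curves normalized to no-enzyme control.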
TrxR1 substrate = qHTS Assay for Substrates of Mammalian Selenoprotein Thioredoxin Reductase 1 (TrxR1): qHTS; Thioredoxin reductase 1, cytoplasmic (Rattus norvegicus), O89049; purified TrxR1 substrate turnover, NADPH consumption readout; Potency, µM (titrated, usually from 114 µM), inactives show at the highest dose activity change, negative = substrate turnover; 390,000 tested, 0.01% active; AID 588456, 2011; further: potency means the concentration at half of the fitted maximal effect; on the % scale 0 is the no-effect control and ±100 the full control effect; nearly all actives have a fitted effect of over 50% in size
Target sequence (O89049 whole entry, looked up): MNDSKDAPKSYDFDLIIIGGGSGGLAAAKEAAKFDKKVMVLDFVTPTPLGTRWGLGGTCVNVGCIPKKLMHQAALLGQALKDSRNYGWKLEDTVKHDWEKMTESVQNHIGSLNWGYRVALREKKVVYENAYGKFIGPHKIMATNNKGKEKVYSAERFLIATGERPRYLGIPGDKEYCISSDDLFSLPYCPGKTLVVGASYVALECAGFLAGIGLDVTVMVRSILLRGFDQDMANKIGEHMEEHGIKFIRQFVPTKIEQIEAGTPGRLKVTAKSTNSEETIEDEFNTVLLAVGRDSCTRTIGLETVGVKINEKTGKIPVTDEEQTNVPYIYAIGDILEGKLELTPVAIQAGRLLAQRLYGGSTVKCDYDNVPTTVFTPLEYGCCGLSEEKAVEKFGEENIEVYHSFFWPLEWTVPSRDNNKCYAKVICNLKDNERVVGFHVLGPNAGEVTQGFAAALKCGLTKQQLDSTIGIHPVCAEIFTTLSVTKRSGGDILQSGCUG
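Rat TrxR1, dispensed at 90 nM, was prereduced with 400 uM NADPH (final) for 5 min at ~22 deg C, then incubated with compound 15 min before 400 uM selenite. A first-read NADPH fluorescence drop versus no-compound background flagged substrates.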
Pin1 inh = qHTS Assay to Find Inhibitors of Pin1. Pin1 FP peptide displacement, HiFluor488, 10 min. Peptidyl-prolyl cis-trans isomerase NIMA-interacting 1 (Homo sapiens), Q13526. Potency, µM (titrated, usually from 115 µM), inactives show top-dose activity, negative = inhibition, usual class: inhibitors. 390,000 tested, 0.009% active; active means well fitted inhibition curve with a large enough effect in the polarisation, with a control signal flat, not every such curve was filed as active; inconclusive means small, poorly fitted or top-dose-only effect, or effect the other way, or a change in a side signal; inactive means no such curve, though single readings can be large or run the other way; the % refers to the polarisation; further: potency means the concentration at half of the fitted maximal effect; on the % scale 0 is the no-effect control and ±100 the full control effect
Target sequence (Q13526 whole entry, looked up): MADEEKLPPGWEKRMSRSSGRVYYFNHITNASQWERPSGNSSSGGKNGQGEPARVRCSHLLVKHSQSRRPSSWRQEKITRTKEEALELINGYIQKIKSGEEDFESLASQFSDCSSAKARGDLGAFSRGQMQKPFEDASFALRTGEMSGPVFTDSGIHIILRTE
TRHR agonist = qHTS for Small Molecule Agonists and Allosteric Enhancers of Human TRH Receptor: Primary Screen for Agonists | activation, % at 2 µM | 360,000 tested, 0.18% active | Thyrotropin-releasing hormone receptor (Homo sapiens), P34981 | TRHR cells, calcium flux fluo-8, FDSS agonist mode; in the data active means activation above about 30%; further: 0% is about no effect
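Steps: seed TRHR cells overnight; add fluo-8 no-wash Ca dye, RT 30 min–1.5 h; record 10 s baseline; pin-transfer compounds; monitor fluorescence 1 cycle/s for the agonist window. Calcium increases flag candidate agonists.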
USP1-UAF1 inh = Inhibitors of USP1/UAF1: Primary Screen | Ubiquitin carboxyl-terminal hydrolase 1 (Homo sapiens), O94782 | recombinant USP1/UAF1, Ub-Rhodamine cleavage fluorescence | AID 743255, 2014 | 390,000 tested, 0.23% active | Potency, µM (top dose mostly 57.1 µM), for the others: top-dose activity change, negative = inhibition, actives largely listed as inhibitors; further: potency means the concentration at half of the fitted maximal effect; on the % scale 0 is the no-effect control and ±100 the full control effect; nearly all actives have a fitted effect of over 60% in size; inactives centre near -12
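1 nM enzyme complex + cpd, 15 min RT; start with Ub-Rho 150nM final; kinetic fluorescence ex 480/em 540, 6 reads q60 s. Buffer 50mM HEPES pH 7.8, 0.5mM EDTA, 0.1 mg/ml BSA, 1mM TCEP, 0.01% Tween-20.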
TRHR PAM = qHTS for Small Molecule Agonists and Allosteric Enhancers of Human TRH Receptor: Primary Screen for Enhancers | TRHR cells, fluo-8 calcium fluorescence, EC20 TRH enhancement | enhancement, % at 2 µM | 360,000 tested, 0.66% active | AID 493056, 2011; in the data active means enhancement above about 30%; further: 0% is about no effect
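Enhancer read-out: after compound pinning and an initial kinetic agonist-mode read, an EC20 of TRH (10 nM final) was injected and fluo-8 calcium signal (Ex 480/Em 530) followed at 1 s/cycle for 100 cycles in TRHR-expressing cells.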
D2 antag = HTS Assay for Allosteric Antagonists of the Human D2 Dopamine Receptor: Primary Screen for Antagonists. D(2) dopamine receptor (Homo sapiens), P14416. HEK293 TREx D2 cells, calcium flux, dopamine EC80. inhibition, % at 10 µM. 340,000 tested, 2% active. AID 485344, 2010; in the data active means inhibition above about 30%; further: 0% is about no effect
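HEK293 T-REx D2 cells, tet-induced, calcium dye no-wash. Cpd pintool add, 180 s kinetic, then EC80 DA, 180 s kinetic. Ca flux read.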
TrxR1 inh = qHTS Assay for Inhibitors of Mammalian Selenoprotein Thioredoxin Reductase 1 (TrxR1): qHTS; recombinant rTrxR1, NADPH fluorescence consumption, selenite substrate; 390,000 tested, 1% active; Potency, µM (doses to about 114 µM), inactives show at the highest dose activity change, negative = inhibition, hits mostly inhibitors; further: potency means the concentration at half of the fitted maximal effect; on the % scale 0 is the no-effect control and ±100 the full control effect; nearly all actives have a fitted effect of over 65% in size
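Rat TrxR1 (90 nM in the dispensed reagent) was pre-reduced with 400 uM NADPH for 5 min at room temperature, then incubated with compound for 15 min. After 400 uM selenite was added, NADPH fluorescence (Ex 340/Em 450 nm) was followed for 8 min.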
D2 agonist = HTS Assay for Allosteric Agonists of the Human D2 Dopamine Receptor: Primary Screen for Agonists. D(2) dopamine receptor (Homo sapiens), P14416. HEK293 T-REx D2 cells, calcium flux agonist mode. activation, % at 2 µM. 340,000 tested, 0.53% active. AID 485358, 2010;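 active means activation over 3 SD above normal in the single-dose calcium agonist read, cut at about 30% in these data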; further: 0% is about no effect
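In this primary screen, compounds producing a positive calcium signal within 180 s of addition to tetracycline-induced, force-coupled HEK293 Trex D2 cells are flagged; cells are dye-loaded with a no-wash calcium kit beforehand.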
The depositor's hits bear a star; ? = inconclusive; · = not tested or not shown; [ ] = dose if it differs, or a comment. Unless noted, the call rests on the fitted dose curve; in most records, active means well fitted inhibition curve with a large enough effect; inconclusive means small, poorly fitted or top-dose-only effect; inactive means no such curve, though single readings can be large or run the other way. An excerpt, so the mix of outcomes need not match the whole.

SMILES	IDH1 R132H inh	TrxR1 substrate	Pin1 inh	TRHR agonist	USP1-UAF1 inh	TRHR PAM	D2 antag	TrxR1 inh	D2 agonist
Cc1ccc2nc3c(cc2c1)c(NC(=O)c1cccnc1)nn3C	3%	-8%[57.1 µM]	6%	0.0	-15%	-5	·	2%[57.1 µM]	·
Cc1nn(-c2ccc(Cl)cc2)c2nc(-c3cccnc3)cc(C(F)(F)F)c12	-8%	5%	5%	0.4	-21%	8	·	22%	-0.6
CC(NCCN(C)C)C(=O)C12CC3CC(CC(C3)C1)C2 (centres undefined)	3%	7%	0%	-0.5	-18%	5	10	17%	-0.4
Cc1ccc(NC(=O)/C(C#N)=C/c2ccsc2)c(C)c1	-1%	-1%	1%	0.6	-25%	-10	-1	5%	-1.1
Cc1cccc(NC(=O)CSc2nc3ccc(NC(=O)CSc4nnnn4-c4ccccc4)cc3s2)c1C	·	·	·	-1.0	·	2	-3	·	-1.3
CCC(C)[C@H](NC(=O)NCc1ccco1)C(=O)O (some centres undefined)	-1%	11%	15%	0.6	-11%	-5	-7	8%	0.8
S=C(NCC1CCCO1)Nc1ccc(Cl)cc1 (centres undefined)	1%	-10%	-6%	-0.4	-15%	-6	1	-19%	-0.6
CCOc1c(Cl)cc(C(=O)Nc2cccc(C(=O)O)c2)cc1Cl	-4%	-3%[57.1 µM]	1%	0.2	-10%	21	-10	0%[57.1 µM]	0.0
O=S(=O)(c1ccc(Cl)cc1)N1CCC2(CC1)OCCO2	2%	2%	-3%	-0.4	-6%	19	3	4%	0.1
O=C(/C=C/c1ccco1)OCc1nnc(-c2ccccc2)o1	0%	-3%	-3%	-0.3	-13%	1	0	-29%	0.0

3 entries already listed, arranged by the number in D2 antag, falling:
Structure	D2 antag
CC(NCCN(C)C)C(=O)C12CC3CC(CC(C3)C1)C2 (centres undefined)	10
S=C(NCC1CCCO1)Nc1ccc(Cl)cc1 (centres undefined)	1
CCC(C)[C@H](NC(=O)NCc1ccco1)C(=O)O (some centres undefined)	-7

The results go on.
SMILES	IDH1 R132H inh	TrxR1 substrate	Pin1 inh	TRHR agonist	USP1-UAF1 inh	TRHR PAM	D2 antag	TrxR1 inh	D2 agonist
CCCCCN(C(=O)CCC(=O)OCCOc1cccc(Cl)c1)c1c(N)n(CCCC)c(=O)[nH]c1=O	0%	-2%	0%	0.4	-21%	15	-5	2%	0.5
COc1ccc(-c2c(-c3ccc(C#N)cc3)oc(=O)c3cc(OC)c(OC)cc23)cc1	2%	69%[activator]	27%	·	-26%	·	·	88%[activator][57.1 µM]	·
O=C(CCCC(=O)NCCc1ccccc1)NCCc1ccccc1	1%	1%	-2%	0.3	-10%	5	12	9%	1.1
CCCn1c2ccc(/C(C)=N\O)cc2c2cc(/C(C)=N/O)ccc21	8%	9%[57.1 µM]	-3%	0.4	-8%	9	·	4%[57.1 µM]	·
CC(=O)c1nnn(-c2nc(N)nc(N(c3ccccc3)c3ccccc3)n2)c1C	-6%	4%	2%	1.4	-26%	7	5	10%	0.4
O=C(CN1c2ccc(Br)cc2-c2ccccc2S1(=O)=O)N1CCCCC1	7%	41%[activator]	0%	0.2	-11%	-9	·	54%[activator]	·
CC(OC(=O)c1ccccc1Nc1ccc(SC(F)F)cc1)C(N)=O (centres undefined)	-1%	-5%	0%	0.4	-17%	-3	-2	4%	-0.7
O=C1CC(NCC2CCCO2)C(=O)N1c1ccc(F)cc1 (centres undefined)	-12%	5%	2%	0.2	-17%	-1	-12	18%	0.3
COc1cccc(CN(C)CC(O)COc2cc(Cl)ccc2Cl)c1 (centres undefined)	1%	2%	-1%	-0.2	-19%	1	-10	20%	-0.3
Cc1c(C(=O)N/N=C/c2cccs2)nc2ccccn12	-3%	-7%	-6%	-1.0	-17%	-3	-4	-5%	-1.1
Cc1ccc(CN(c2ccc(C(=O)NCc3ccc4c(c3)OCO4)cc2)S(C)(=O)=O)cc1	3%	-2%	10%	1.6	-13%	-6	16	19%	1.9
S=c1[nH]nc(-c2cccnc2)n1C1CCCCC1	1%	-3%	-1%	0.0	0%	1	3	-23%	0.9
Cn1nnnc1SC1CC(=O)N(c2ccccc2)C1=O (centres undefined)	-5%	12%[57.1 µM]	-1%	-0.1	-9%	-4	0	18µM*	1.2
O=C(Cc1ccc(F)cc1)NCc1nc2cccnc2n1Cc1ccc(F)cc1	13%	-4%[57.1 µM]	-2%	-0.1	0%	3	·	5%[57.1 µM]	-1.5
Cc1cc(C(=O)Nc2ccncc2)c2ccccc2n1	6%	-4%	3%	2.7	-20%	-2	-11	13%	-0.8
Cc1cccc2cc3c(NC(=O)c4ccccn4)nn(C)c3nc12	3%	8%[57.1 µM]	1%	1.5	-13%	-1	4	7%[57.1 µM]	1.4
COc1ccc(NC(=O)CCCc2ccc(OC)c(C)c2)cc1	4%	-3%[57.1 µM]	6%	0.0	-18%	-2	7	14%[2.29 µM]	-0.4
NC(=O)c1cc(-c2ccccc2)sc1NC(=O)Cc1ccc(S(=O)(=O)N2CCOCC2)s1	-2%	9%	4%	0.0	-7%	-10	2	?	0.5
O=C(COc1ccc2ccccc2c1)Nc1nccs1	5%	-13%	2%	1.4	-13%	-9	-34	8%[57.1 µM]	-0.4
CC(=O)N1CCc2cc(S(=O)(=O)CCC(=O)Nc3ccccc3F)ccc21	-9%	1%[57.1 µM]	0%	-1.0	0%	7	0	13%[57.1 µM]	0.2
O=C(/C=C/c1ccco1)Nc1nnc(-c2ccco2)s1	1%	3%	6%	0.8	-11%	2	-4	10%	1.2
CCOc1cccc(CN2CCN(Cc3ccc(C)o3)C(CCO)C2)c1O (centres undefined)	3%	-5%	4%	0.2	-22%	12	-20	-9%	-0.2
COc1cccc(OC)c1C(=O)NC(=O)NNc1cc(C(F)(F)F)cc(C)n1	18%	-5%	0%	0.1	-12%	11	0	-6%	0.1
NNc1cc(C(=O)O)ccc1Cl	2%	2%	-2%	0.2	-3%	16	14	16%	1.0
O=C(Cn1ncc(Cl)c(Cl)c1=O)Nc1ccc2c(c1)OCO2	-8%	-1%	?	-0.1	-7%	2	-27	?	0.2
COc1cccc(CNC(=O)CN(C)S(=O)(=O)c2ccc3[nH]c4c(c3c2)CCCC4)c1	2%	-5%	7%	-0.1	-20%	2	·	3%	-0.7
COc1cccc(NC(=O)c2ccccc2N(Cc2ccccc2)S(C)(=O)=O)c1	-3%	9%	-2%	0.1	-22%	1	22	29%	0.2
O=C(O)Cn1ccnc1	1%	-2%	-5%	-0.8	3%	24	3	-6%	0.4
Cc1ccc(C(=O)C2CC2)cc1C	0%	-10%	7%	·	-3%	·	·	-14%	·
C/C(CCN1CCc2nc(-c3ccccc3)c(-c3ccccc3)cc2C1)=N\O[C@H](C)c1cn([C@H](CO)Cc2ccccc2)nn1	·	·	·	0.1	·	-5	-6	·	0.4
CP(C)(=O)CCP(=O)(c1ccccc1)c1ccccc1	5%	-5%	-7%	0.0	-14%	3	12	-10%	0.3
COc1ccc2c(c1)C1=C(CC2)C(c2ccc(C)cc2)NC(=S)N1 (centres undefined)	2%	-3%	8%	-0.4	1%	-13	-2	-1%	0.8
CC1=CS/C(=C(/C#N)C(=O)NCc2ccco2)N1c1ccccc1	-7%	-1%	0%	-0.3	-24%	-3	31*	-11%	-0.4
CCN(CC)C(=O)C(=O)c1cn(CCOc2ccccc2)c2ccccc12	0%	-4%	-6%	0.9	-22%	-8	0	10%	0.4
CCc1ccc(OC(C)C(=O)N2CCC(c3nc4ccccc4s3)CC2)cc1 (centres undefined)	7%	-9%	?	1.5	-22%	-6	·	12%	0.9
C[C@@H](NC(=O)CN1C(=O)c2ccccc2S1(=O)=O)c1ccccc1	2%	2%	-2%	-0.3	-4%	-2	6	13%	-0.5
COc1ccc(CC(=O)Nc2nc(C)cs2)cc1	6%	6%[57.1 µM]	1%	3.4	-21%	4	21	2%[57.1 µM]	-0.7
Cc1cc(N2CCN(c3ccccc3F)CC2)nc2cc(O)ccc12	-1%	17%	4%	1.0	-24%	-22	26	10%	0.8
O=C(c1cc(-c2cccc(Cl)c2)nc2ccccc12)N1CCCC1	-1%	-4%	5%	-0.4	1%	-10	-12	-4%	-0.4
Cn1c(/C(C#N)=C/c2ccc(O)cc2)nc2ccccc21	-4%	-10%	3%	0.7	-22%	4	-4	-11%	0.1
CC1CCc2sc(C(=O)NC3CCCCC3)cc2C1 (centres undefined)	1%	1%	3%	0.1	-17%	-4	17	20%	-1.3
O=[N+]([O-])c1cc2oc3c(c2c(C=NCc2ccccc2)c1O)CCCC3	0%	5%[57.1 µM]	1%	1.4	-21%	-4	10	-13%[57.1 µM]	1.4
O=c1oc2ccccc2c(NC(c2ccccc2)c2ccccc2)c1[N+](=O)[O-]	3%	-13%	5%	-1.3	-4%	-1	11	-17%	-1.6

Screens (PubChem)
